High-throughput results deposited in PubChem by Sanford-Burnham Center for Chemical Genomics.
697 NFkB inh: inhibitors of the PMA/ionomycin-induced NF-kB reporter in 697 B cells | 697 B-cell NF-kB luciferase reporter, 16 h | inhibition, % at 4 µM | 0.33% of 330,000 active | AID 435022; in the data active means inhibition above about 35%
APJ antagonist: antagonists of human APJ apelin receptor. P35414. CHO-K1 APJ beta-arrestin complementation, luminescence. inhibition, % at 20 µM. 0.32% of 330,000 active. AID 2521;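 active means inhibition above about 40% at 20 µM, limit read from the data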;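 further: cells challenged with 10 nM apelin-13 agonist together with compound; plate controls were apelin-13 plus DMSO wells for no effect and DMSO wells lacking apelin-13 for full effect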
Target sequence (P35414 whole entry, looked up): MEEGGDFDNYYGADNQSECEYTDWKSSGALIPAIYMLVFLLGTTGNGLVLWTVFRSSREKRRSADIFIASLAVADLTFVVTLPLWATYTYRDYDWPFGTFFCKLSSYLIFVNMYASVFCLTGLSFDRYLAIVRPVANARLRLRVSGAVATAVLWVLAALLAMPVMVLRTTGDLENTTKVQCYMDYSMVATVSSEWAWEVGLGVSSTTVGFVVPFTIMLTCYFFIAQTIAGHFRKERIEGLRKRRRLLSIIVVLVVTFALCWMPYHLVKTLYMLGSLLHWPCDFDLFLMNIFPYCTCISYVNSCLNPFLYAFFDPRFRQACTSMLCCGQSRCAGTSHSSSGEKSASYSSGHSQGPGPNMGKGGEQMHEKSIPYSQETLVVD
CXCR6 inh: blocks human CXCR6 beta-arrestin recruitment. CHO-K1 PathHunter CXCR6 beta-arrestin, luminescence. O00574. inhibition, % at 20 µM. 0.36% of 360,000 active. AID 602244; in the data active means inhibition above about 34%, passing the limit was not always enough;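 further: antagonist mode with CXCL16 agonist at 10 nM final; 0% = 10 nM CXCL16 with DMSO and 100% = unstimulated wells without agonist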
Target sequence (O00574 whole entry, looked up): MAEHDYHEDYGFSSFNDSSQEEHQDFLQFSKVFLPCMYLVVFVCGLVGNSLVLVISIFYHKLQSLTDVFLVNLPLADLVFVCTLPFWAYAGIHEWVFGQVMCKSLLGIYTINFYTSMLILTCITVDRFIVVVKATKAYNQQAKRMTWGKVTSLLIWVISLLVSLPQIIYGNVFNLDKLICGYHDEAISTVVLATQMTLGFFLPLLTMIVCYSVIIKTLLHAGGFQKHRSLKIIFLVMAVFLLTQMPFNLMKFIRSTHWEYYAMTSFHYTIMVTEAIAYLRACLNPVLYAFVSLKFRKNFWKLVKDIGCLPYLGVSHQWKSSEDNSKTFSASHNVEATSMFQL
CCR6 antag: antagonists of human CCR6 receptor | 0.49% of 340,000 active | CHO-K1 CCR6 PathHunter beta-arrestin, luminescence, CCL20-stimulated | P51684 | inhibition, % at 20 µM;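 active means compounds whose inhibition of the agonist-driven luminescence signal at 20 µM reaches about 50%, limit read from the data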;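 further: cells stimulated with CCL20 at 14 nM final; plate controls were DMSO with CCL20 for no effect and DMSO without agonist for full effect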
Jurkat NFkB inh: lowers PMA/ionomycin-induced NF-kB signal in Jurkat cells; PMA/ionomycin-induced NF-kB luciferase reporter, luminescence; inhibition, % at 4 µM; 0.53% of 330,000 active; AID 435003; in the data active means inhibition above about 50%
UBC13 polyUb: blocks human UBC13 polyubiquitin chain formation; 0.47% of 330,000 active; TR-FRET; AID 485273; inhibition, % at 20 µM; P61088; in the data active means inhibition above about 45%, passing the limit was not always enough
Target sequence (P61088 whole entry, looked up): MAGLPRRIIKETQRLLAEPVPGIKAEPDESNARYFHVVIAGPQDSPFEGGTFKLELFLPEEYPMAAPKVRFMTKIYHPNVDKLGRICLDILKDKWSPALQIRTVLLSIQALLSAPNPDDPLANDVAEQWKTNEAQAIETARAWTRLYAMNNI
EBI2 block: EBI2 (human) antagonism | P32249 | EBI2 beta-arrestin recruitment, luminescence, 7a,25-OHC stimulated | inhibition, % at 5 µM | 0.81% of 360,000 active | AID 651636; in the data active means inhibition above about 38%;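 further: enzyme fragment complementation signal reports receptor beta-arrestin coupling in cells; 0% = agonist plus DMSO wells and 100% = wells without agonist; some results beyond the cut were filed as inactive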
Gli-Sufu antag: antagonists of Gli-Sufu signaling; Sufu-KO-LIGHT fibroblasts, Gli luciferase reporter luminescence; inhibition, % at 5 µM; 0.74% of 340,000 active; AID 588413;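 active means inhibition above about 55%, limit read from the data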;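 further: 0% = DMSO-treated cells and 100% = wells with medium but no cells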
Starred values were filed as active, the others as inactive; x = not tested or not shown.

smiles	697 NFkB inh	APJ antagonist	CXCR6 inh	CCR6 antag	Jurkat NFkB inh	UBC13 polyUb	EBI2 block	Gli-Sufu antag
COc1ccc(CNC(=O)c2ccc(NC(=O)CC3SC(N4CCCC4)=NC3=O)cc2)cc1 (stereo unspecified)	-3	12	-1	-12	-2	-18	-9	-6
CCOC(=O)c1oc2ccc(S(=O)(=O)n3nc(-c4ccc(C)cc4)cc3N)cc2c1C	-65	8	2	17	18	-14	-1	4
O=C(O)CCSc1nc2ccccc2n1CCOc1ccccc1	-5	1	0	-6	0	-2	-2	-1
COc1ccc(CN2C(=O)C(O)(CC(=O)c3ccc4c(c3)OCO4)c3ccccc32)cc1OC (stereo unspecified)	19	14	-8	-6	8	9	-12	4
CC(C)(C)NC(=O)/C(=C/c1cccnc1)NC(=O)c1ccco1	15	9	6	13	-2	-2	-7	1
CCC(=O)Nc1ccc(C(=O)Nc2ccc3c(c2)OCO3)cc1	1	-21	-2	-6	1	2	11	2
CCS(=O)(=O)c1ncc(Cl)c(C(=O)Nc2ccc(S(=O)(=O)N(C)c3ccccc3)cc2)n1	-113	67*	85*	94*	75*	15	86*	27
Cc1ccc(Cc2nnc(SCC(=O)Nc3c(C)cccc3C)[nH]c2=O)cc1	-2	29	-8	-2	-6	-1	-6	0
CN(C)c1ccc(-c2nnn(CC(=O)N3c4ccccc4CCc4ccccc43)n2)cc1	3	-14	4	10	-24	-4	11	2
Cc1ccnc(NC(=O)CCN2C(=O)c3ccccc3S2(=O)=O)n1	-9	14	4	-12	1	-8	9	2
O=C(Nc1cccnc1)c1cc(-c2cc(Cl)ccc2O)n[nH]1	13	-16	-12	-4	-73	27	-1	-2
CC1(N(O)/C=C2\C=CC=CC2=O)CCCCC1=O (stereo unspecified)	-9	-3	-4	-2	-9	-15	-12	-7
CCCN1CCN(C(=O)c2cc3c(s2)-c2ccccc2OC3)CC1	-16	10	-2	10	-43	61*	88*	x
Cc1nnc2n(c1=O)N=C(c1ccc(Cl)cc1)CS2	-146	-2	4	0	-38	-3	7	-106
Cc1ccc(C(=O)N(c2c(C)n(C)n(-c3ccccc3)c2=O)C(C)C)cc1	-2	-8	6	-2	-8	1	1	1
CCC1(CC)NC(=O)N(CC(=O)OC(C)C(=O)Nc2cc([N+](=O)[O-])ccc2OC)C1=O (stereo unspecified)	4	10	-4	18	12	1	-1	-7
Cc1ccc(-n2nnc3c(SCC(=O)NCC4CCCO4)ncnc32)cc1 (stereo unspecified)	-10	12	6	12	1	0	4	-5
COc1cccc(/C=N/NC(=O)c2[nH]c(C)c(C(=O)N/N=C/c3cccc(OC)c3)c2C)c1	-25	-25	-1	11	5	-22	5	9
CCC(=O)N1CCc2cc(S(=O)(=O)NC(C(=O)NC3CCCc4ccccc43)C(C)C)ccc21 (stereo unspecified)	2	5	-4	9	14	2	3	5
Cc1cccc(OCC(=O)NC2CCCC2)c1	2	-1	-2	12	-10	0	-12	-7
Cc1ccccc1-c1noc(CCC(=O)NCC2CCCO2)n1 (stereo unspecified)	29	16	-3	-1	10	9	1	7
CC(=O)N1CCOc2ccc(S(=O)(=O)N(C)c3cccc(C)c3)cc21	1	-22	8	13	-7	0	-5	21
CN1CCN(c2oc(-c3cccs3)nc2S(=O)(=O)c2ccccc2)CC1	9	11	0	10	15	-2	-2	9
CCOc1ccc(N2C(=O)CCC2=O)cc1	13	6	-7	2	15	3	2	-6
CC(=O)Nc1ccc(S(=O)(=O)N(C)CC(=O)N/N=C/c2cccc(O)c2)cc1	3	-17	-6	1	-5	0	-1	5
Nc1ncc([N+](=O)[O-])c(N2CCCCCC2)n1	14	20	4	15	19	10	-3	-26
CCOC(=O)NCc1ccc2[nH]c(C)cc2c1	1	18	-10	9	-6	-23	-5	17
CC(O)[C@H]1CNCCN1CCc1cc(C(F)(F)F)cc(C(F)(F)F)c1 (stereo partly specified)	6	8	-4	17	21	13	-7	-17
O=C(Nn1c(-c2ccccc2)nc2ccccc2c1=O)c1ccco1	17	-24	3	12	3	2	-10	5
NC(=O)c1nsc(C(=O)N(c2ccccc2)C(C(=O)NC2CCCC2)c2ccncc2)c1N (stereo unspecified)	12	-1	-14	8	-11	20	-3	x
CCN1CCN(S(=O)(=O)c2ccc(C)c([N+](=O)[O-])c2)CC1	11	16	-7	-3	8	0	-4	-2
Cc1ccccc1-n1c(=O)cc(NCC2CCCO2)[nH]c1=O (stereo unspecified)	-5	-10	4	-1	0	-5	-7	5
COc1cc(NC(=O)C(C)Oc2ccccc2)ccc1NC(=O)COc1ccccc1 (stereo unspecified)	11	-1	6	14	13	8	1	-3
Cc1ccc(CNC(=O)CN(C2CCCCC2)S(C)(=O)=O)cc1	25	-20	4	-11	-8	-1	5	-3
Cc1nc2ncnn2c(N2CCCC(C(=O)Nc3ccc4c(c3)CCC4)C2)c1C (stereo unspecified)	16	12	-4	3	40	6	-5	20
C/C(=N\Nc1cc(C)nc(-c2ccccc2O)n1)c1ccccc1O	14	-11	4	-1	-9	3	12	1
CCOC(=O)C1CCN(S(=O)(=O)c2ccc(C(C)(C)C)cc2)CC1	6	0	-9	-7	-3	-4	10	10
N#Cc1ccccc1NS(=O)(=O)c1cc2c3c(c1)CCC(=O)N3CCC2	7	-45	4	-1	-7	2	-6	2
O=C(NCc1ccc(F)cc1)C1CCN(S(=O)(=O)N2CCCCC2)CC1	14	3	0	7	0	5	13	7
CCOC(=O)c1sc2nccc(N(C)C)c2c1N=CNOCc1c(F)cccc1Cl	-5	-11	4	8	-14	5	16	-8
CN(C(=O)CSc1nccc(=O)[nH]1)C1CCCCC1	4	-7	0	4	-8	-3	-10	-8
Cc1ccc(NC(=O)COc2ccc3c(c2)OCO3)c(Cl)c1	3	1	-13	4	-98	6	0	-55
Cc1ccc(S(=O)(=O)NCC(=O)OCc2csc(-c3ccccc3)n2)cc1	-85	5	-4	4	4	-15	-3	-19
C#CCOCCOCCOCCNc1nc(N2CCN(C(=O)CCCCCCCCCCNC(=O)[C@H](CCCCN)n3cc(C)nn3)CC2)nc(N2CCN(C(=O)CCCCCCCCCCNC(=O)[C@@H]([C@H](C)CC)n3cc(CCCCCN)nn3)CC2)n1	-25	3	6	x	9	126*	-4	x
O=C(/C=C\c1ccccc1)Nc1nccs1	-167	12	8	4	-129	11	-1	-102
CCOc1ccc(S(=O)(=O)N/N=C(\C)c2ccc3c(c2)OCO3)cc1	4	-3	-9	-7	-11	-3	3	9
O=C(Cn1cc(C(=S)N2CCOCC2)c2ccccc21)N1CCOCC1	-2	0	-3	-1	-18	-6	2	-2
Cc1cc([N+](=O)[O-])nn1CCCC(=O)NC1CCCCC1	12	-8	3	3	10	2	1	12
Cc1c(Br)c(C(F)(F)F)nn1CC(=O)NCCN1CCOCC1	3	-2	-6	-7	-14	0	-6	-1
N#Cc1c(C(F)(F)F)cc(-c2ccco2)nc1SCc1ccccn1	-9	24	2	10	20	4	6	6
CC1=CCC2C(=O)N(CCc3c[nH]c4ccccc34)C(=O)C2C1 (stereo unspecified)	0	5	-2	0	8	4	15	-14
COc1ccc(CCNC(=O)COc2ccc(N(C)S(=O)(=O)c3ccc(C)cc3)cc2)cc1	18	-14	8	18	19	13	18	2
Cn1c(CNc2cccc(C(F)(F)F)c2)n[nH]c1=S	-3	0	-9	5	9	2	2	2
O=C(O)CN1C(=O)/C(=C\c2cc(Br)ccc2OCc2ccc(Cl)cc2)SC1=S	x	x	5	10	x	x	3	6
Cc1ccccc1OCC(=O)Nc1ccc(C)c(S(=O)(=O)N2CCCCCC2)c1	-4	1	-7	16	5	-10	15	-19
O=C(CSc1ccccc1C(=O)O)NC1CCCCCC1	20	11	-8	7	-2	3	-14	-3
COc1ccc(CN2C(=O)c3ccccc3C2=O)cc1C(=O)Nc1ccc(C)cc1C	-4	-3	6	-10	5	-4	0	-1
CC(C)(C)c1nc(C(C)(C)C)c(Br)c(=O)[nH]1	-10	1	-10	0	3	-1	9	11
Cc1c(C(=O)NCc2cccnc2)sc2nc(-c3ccc(F)cc3)cn12	-42	-2	-15	3	-8	2	1	-21
Cc1cc(NC(C)c2ccccc2)n2ncc(-c3ccccc3)c2n1 (stereo unspecified)	-224	-10	-6	0	-78	13	-27	-77

4 compounds from above, arranged by molar mass, rising.
smiles	697 NFkB inh	APJ antagonist	CXCR6 inh	CCR6 antag	Jurkat NFkB inh	UBC13 polyUb	EBI2 block	Gli-Sufu antag
Cn1c(CNc2cccc(C(F)(F)F)c2)n[nH]c1=S	-3	0	-9	5	9	2	2	2
CC1=CCC2C(=O)N(CCc3c[nH]c4ccccc34)C(=O)C2C1 (stereo unspecified)	0	5	-2	0	8	4	15	-14
COc1ccc(CN2C(=O)c3ccccc3C2=O)cc1C(=O)Nc1ccc(C)cc1C	-4	-3	6	-10	5	-4	0	-1
COc1ccc(CCNC(=O)COc2ccc(N(C)S(=O)(=O)c3ccc(C)cc3)cc2)cc1	18	-14	8	18	19	13	18	2

New compounds follow
smiles	697 NFkB inh	APJ antagonist	CXCR6 inh	CCR6 antag	Jurkat NFkB inh	UBC13 polyUb	EBI2 block	Gli-Sufu antag
Cn1c(=O)cc(OCC(=O)NCCCN2CCN(Cc3ccccc3)CC2)c2ccccc21	6	10	4	4	1	9	-10	36
C#CCOCCOCCOCCNc1nc(N2CCN(C(=O)[C@H]([C@@H](C)CC)n3cc(CCC(=O)O)nn3)CC2)nc(N2CCN(C(=O)[C@H](CCCCN)n3cc(CC(C)O)nn3)CC2)n1 (stereo partly specified)	x	x	-3	12	x	x	-1	-23
Cc1ccc(N2C(=O)C3C4C=CC(CC4)C3C2=O)cc1Br (stereo unspecified)	-8	10	3	5	-22	-2	-2	11
Cc1ccc(NC(=O)CSc2nnc(Cn3c(=O)sc4ccccc43)n2C)cc1	-7	1	4	11	-1	10	-4	-12
CC(=O)CCc1oc2ccccc2c1-c1ccccc1	-1	8	1	0	-1	-2	9	-6
CC1CC(NC(=O)C2(C)CC2(Cl)Cl)CC(C)(C)C1 (stereo unspecified)	0	4	-11	-4	-4	2	-1	3
CC(=O)c1ccc(NC(=O)CN(C)CC(=O)Nc2cccc(F)c2)cc1	-5	2	0	-1	-6	-8	3	1
CCOc1cc(/C=N/n2c(C)nc3ccccc3c2=O)ccc1O	9	5	2	3	4	-8	-15	-4
O=C(CNC(=O)Cc1ccccc1)N=Nc1c(O)[nH]c2ccccc12	-1	-4	-4	20	2	-7	7	-10
N/C(=N\OC(=O)c1ccc2c(c1)OCO2)c1cccc(Br)c1	-72	-70	-15	-7	-92	20	-1	-16
CCN(CC)S(=O)(=O)c1ccc(OC)c(NS(=O)(=O)c2ccc(F)cc2)c1	19	1	4	-1	-3	4	-2	-13
Cc1ccccc1CN(c1ccc(C(=O)N2CCCC2)cc1)S(C)(=O)=O	17	2	-16	0	-12	3	-6	2
Cc1ccc(NC(=O)COC(=O)c2cc(=O)c3ccccc3o2)c(Br)c1	6	-4	1	10	8	0	-5	-7
COc1ccc(C2=NOC(C(=O)NC3CCCCC3)C2)cc1OC (stereo unspecified)	15	17	-5	-3	12	10	-10	5
COc1ccccc1C(CNC(=O)c1ccc(C)c(S(=O)(=O)N2CCCCC2)c1)N(C)C (stereo unspecified)	8	-5	10	8	10	4	2	4
O=C(NC1CCC(O)CC1)c1cc(-c2ccc(Cl)cc2)nc2ccccc12 (stereo unspecified)	15	10	-11	-1	-5	12	6	-3
Cc1cc(N2CCCC2)nc2c(C)cccc12	2	7	13	8	-10	-1	-5	8
CCCc1nnn(S(=O)(=O)c2ccc([N+](=O)[O-])cc2)c1CCC	x	x	-12	-7	x	x	0	-3
Cc1ccc(NC(=O)c2cc(=O)[nH]c3ccc(S(=O)(=O)N4CCOCC4)cc23)nc1	6	-3	-6	-1	-7	-6	-14	-10
CCOc1cc(CN2CCCC(N3CCc4ccccc4C3)C2)ccc1O (stereo unspecified)	-6	11	4	10	-7	-3	11	44
